FN deposition inh = fibronectin deposition inhibition; AH1F fibroblasts, Alexa488-fibronectin deposition fluorescence, overnight; inhibition, % at 12.6 µM; hit rate 0.086% among 350,000;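 active = mean inhibition across replicates of 30% or more, regardless of how many single replicates reach that level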;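 also: positive control wells lacked labelled fibronectin entirely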
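Material: AH1F fibroblast monolayer depositing Alexa488-labelled fibronectin into matrix / Amount: 10000 AH1F cells per well / Signal: fluorescence 485/525 nm / Medium: DMEM, 2% serum / Compound: single dose, pinned / Incubation: 1 h cell adhesion before compound, then overnight fibronectin incubation / Reagent: Alexa488-FN, 24 nM final / Read-out: inhibition of fibronectin deposition signal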
PAX8 inh HTS = inhibitors of PAX8 transcriptional activity in RMG-I cells. RMG-I TPO-luciferase reporter, SteadyGlo, 24 h. hit rate 1.2% among 360,000. inhibition, % at 12.6 µM;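 active = mean replicate inhibition at least 60% with every replicate also reaching 60%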;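 also: luciferase light reporting Pax8 driven TPO promoter activity; plate controls were median of neutral control wells for no effect and mitoxantrone controls for full effect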
LGR2 inh = blocks bursicon-induced cAMP signaling via Drosophila LGR2; HEK293 LGR2, CRE-luciferase, bursicon-stimulated, 4 h; inhibition, % at 9.99 µM; hit rate 0.35% among 380,000; AID 720647;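 active = drop in luminescence signal, shown as inhibition above about 50% in the replicate tests, limit read from the data, passing the limit was not always enough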;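 also: agonist challenge used bursicon conditioned medium at about half maximal strength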
S100A4 MyoIIA = S100A4-myosin IIA interaction inhibition. S100A4/TAMRA-MyoIIA peptide fluorescence polarization. P26447. inhibition, % at 10.7 µM. AID 652163. hit rate 0.14% among 360,000;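 active = mean inhibition of at least 70% across replicates, with every replicate also reaching that level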
Target sequence (P26447 whole entry, looked up): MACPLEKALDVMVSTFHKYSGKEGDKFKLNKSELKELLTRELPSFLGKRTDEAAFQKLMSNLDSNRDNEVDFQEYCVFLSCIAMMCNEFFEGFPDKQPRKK
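incubation = readout 5 min after mixing, signal stable up to 60 min | system = S100A4 monomer protein | buffer or medium = HEPES pH 7.2 with CaCl2, KCl, NaCl, DTT, Triton | benchmarks = neutral control DMSO, positive control TFP | also added = fluorescent myosin IIA peptide, 5 nM | compound dosing = one concentration per compound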
EWS-Fli inh = EWS/Fli transcriptional activity inhibition | A673 NR0B1-luciferase reporter, viability-normalised | inhibition, % at 12.6 µM | hit rate 0.67% among 350,000;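 active = mean inhibition of at least 50% after viability correction, with every replicate also passing that limit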;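 also: firefly luciferase signal divided by Alamar Blue viability fluorescence both relative to DMSO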
PGC1a acetyl inh = lowers PGC1a acetylation signal in U2OS cells; inhibition, % at 15.6 µM; AlphaScreen anti-acetyl-lysine; with virally co-expressed GCN5 acetyltransferase; hit rate 0.17% among 350,000; AID 651687;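 active = every replicate shows inhibition of at least 40%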;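 also: 0% = neutral control wells and 100% = positive control wells; some results beyond the cut were filed as inactive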
ERAP1 HTS inh = ERAP1 (human) enzyme inhibition; recombinant ERAP1, Leu-AMC fluorescence, 60 min; inhibition, % at 10.7 µM; hit rate 0.15% among 340,000; AID 652197;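 active = mean replicate inhibition of at least 30%, or all replicates individually reaching that 30% level; inactive = mean below 30% and not every replicate reaching it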;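 also: 0% = neutral control wells and 100% = L-leucinethiol positive control wells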
Target sequence (Q9NZ08 whole entry, looked up): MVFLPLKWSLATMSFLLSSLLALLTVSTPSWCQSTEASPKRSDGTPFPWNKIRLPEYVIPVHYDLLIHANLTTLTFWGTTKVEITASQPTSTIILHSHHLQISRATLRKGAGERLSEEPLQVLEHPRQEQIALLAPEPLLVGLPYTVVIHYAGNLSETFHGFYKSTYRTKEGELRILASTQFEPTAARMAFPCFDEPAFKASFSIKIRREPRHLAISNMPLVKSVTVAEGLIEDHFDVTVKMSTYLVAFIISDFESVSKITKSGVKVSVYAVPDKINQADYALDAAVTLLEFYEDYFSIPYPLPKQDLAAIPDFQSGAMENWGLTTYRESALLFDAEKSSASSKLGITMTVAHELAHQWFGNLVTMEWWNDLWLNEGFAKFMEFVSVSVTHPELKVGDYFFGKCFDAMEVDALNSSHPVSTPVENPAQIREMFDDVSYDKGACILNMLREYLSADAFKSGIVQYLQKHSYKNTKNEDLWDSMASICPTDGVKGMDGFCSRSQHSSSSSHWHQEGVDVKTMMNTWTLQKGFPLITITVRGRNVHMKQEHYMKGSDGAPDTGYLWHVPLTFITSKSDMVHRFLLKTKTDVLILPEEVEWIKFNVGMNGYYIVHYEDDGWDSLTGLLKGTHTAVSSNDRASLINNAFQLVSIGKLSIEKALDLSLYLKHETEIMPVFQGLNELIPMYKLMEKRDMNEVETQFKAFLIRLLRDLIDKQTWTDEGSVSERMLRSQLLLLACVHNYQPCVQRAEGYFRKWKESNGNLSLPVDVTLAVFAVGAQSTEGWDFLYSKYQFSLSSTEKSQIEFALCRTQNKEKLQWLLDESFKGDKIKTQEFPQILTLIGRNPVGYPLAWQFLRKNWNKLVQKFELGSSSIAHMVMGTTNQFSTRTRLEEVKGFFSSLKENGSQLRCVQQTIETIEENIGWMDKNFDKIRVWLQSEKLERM
PglD DTNB = inhibitors of Campylobacter jejuni PglD acetyltransferase. AID 602405. hit rate 0.098% among 360,000. inhibition, % at 12.5 µM. purified PglD enzyme, DTNB colorimetric CoA detection; in the data active = inhibition above about 16%, passing the limit was not always enough; also: strong numbers were not always called active
Numbers without * were called inactive; nt = no result given; & = joins results of further samples.

SMILES | FN deposition inh | PAX8 inh HTS | LGR2 inh | S100A4 MyoIIA | EWS-Fli inh | PGC1a acetyl inh | ERAP1 HTS inh | PglD DTNB
O=C(NC(=S)NNC(=O)c1ccccc1F)c1cccnc1 | -2 | -12 | -6 | 0 | 13 | 16 | 2 | -1
CCOC(=O)[C@H]1[C@H]2COc3ccc(OC)cc3[C@@H]2N2C(=O)c3ccc(F)cc3NC(=O)[C@@]12C | -3 | -5 | -1 | 32 | 0 | -3 | nt | -6
Cc1ccc(-c2nc3ncccc3o2)cc1N | -2 | -103 | -31 | 2 | -99 | 3 | -1 | 0
N#CCc1ccc(NC(=O)c2cc(S(=O)(=O)N3CCOCC3)ccc2Cl)cc1 | 3 | 20 | 13 | -26 | 8 | nt | 0 | 3
COc1ccccc1C(=O)NNC(=S)NC(=O)c1cc(OC)c(OC)c(OC)c1 | 7 | 63* | 14 | -8 | 22 | nt | 0 | nt
CC1(C)Cc2c(sc3c2c(=O)n(-c2ccc(Cl)cc2)c(=O)n3CC(N)=O)CO1 | 0 | 9 | 8 | -3 | 6 | 0 | -2 | 8
CCN1[C@@H]2Cn3c(ccc(-c4ccc(F)cc4)c3=O)[C@H]1[C@@H](C(=O)Nc1ccccc1)[C@@H]2CO | nt | 1 | -1 | -4 | 8 | 2 | 0 | nt
O=Nc1c(-c2ccccc2)cc2ccccn12 | -1 | -63 | 4 | 4 | -23 | nt | 1 | 2
CO[C@H]1CN(C)C(=O)c2cc(NS(=O)(=O)c3ccc(Oc4ccccc4)cc3)ccc2OC[C@H](C)NC[C@@H]1C | 17 | -4 | 17 | 0 | 7 | -9 | -2 | 3
C[C@H](CO)N1C[C@H](C)[C@@H](CN(C)Cc2ccc(Cl)c(Cl)c2)Oc2ccc(NS(=O)(=O)c3ccc(F)cc3)cc2CC1=O | nt | 21 | 12 | nt | 3 | 3 | nt | nt
CCN1CCN(C2=C(NS(=O)(=O)c3ccc(NC(C)=O)cc3)C(=O)c3ccccc3C2=O)CC1 | -1 | 21 | 14 | -12 | -4 | 6 | 1 | -4
CC(O)c1cccc(NC(=O)Nc2cccc(NC(=O)Nc3cccc(C(C)O)c3)c2)c1 (centres undefined) | 3 | 16 | -4 | -6 | -4 | nt | -7 | -7

Reformatted as tab-separated lines: entries from further up
SMILES	FN deposition inh	PAX8 inh HTS	LGR2 inh	S100A4 MyoIIA	EWS-Fli inh	PGC1a acetyl inh	ERAP1 HTS inh	PglD DTNB
CCOC(=O)[C@H]1[C@H]2COc3ccc(OC)cc3[C@@H]2N2C(=O)c3ccc(F)cc3NC(=O)[C@@]12C	-3	-5	-1	32	0	-3	nt	-6
Cc1ccc(-c2nc3ncccc3o2)cc1N	-2	-103	-31	2	-99	3	-1	0
N#CCc1ccc(NC(=O)c2cc(S(=O)(=O)N3CCOCC3)ccc2Cl)cc1	3	20	13	-26	8	nt	0	3
COc1ccccc1C(=O)NNC(=S)NC(=O)c1cc(OC)c(OC)c(OC)c1	7	63*	14	-8	22	nt	0	nt
CC1(C)Cc2c(sc3c2c(=O)n(-c2ccc(Cl)cc2)c(=O)n3CC(N)=O)CO1	0	9	8	-3	6	0	-2	8
CCN1[C@@H]2Cn3c(ccc(-c4ccc(F)cc4)c3=O)[C@H]1[C@@H](C(=O)Nc1ccccc1)[C@@H]2CO	nt	1	-1	-4	8	2	0	nt

(list continues)
SMILES | FN deposition inh | PAX8 inh HTS | LGR2 inh | S100A4 MyoIIA | EWS-Fli inh | PGC1a acetyl inh | ERAP1 HTS inh | PglD DTNB
CC1CCCC(NC(=O)COC(=O)c2sc3ccccc3c2Cl)C1C (centres undefined) | 0 | 25 | 0 | -3 | -3 | -1 | -1 | -5
CCN(CC)C(=O)CSc1nc(O)cc(=O)n1CC | -3 | nt | 9 | nt | nt | 46 | nt | 7
O=C(CSc1nc(=O)n(CCCN2CCOCC2)c2c1CCCC2)Nc1cccc(F)c1 | nt | 17 | 12 | -3 | -2 | nt | -3 | -4
Cc1ccc(-n2nnnc2-c2cccnc2)cc1 | -3 | 6 | 17 | 2 | -3 | 0 | 3 | 3
CN(Cc1ccccc1)S(=O)(=O)c1ccc(NC(=S)NC(=O)C2CCCCC2)cc1 | 1 | 35 | 23 | -3 | 16 | nt | 2 | 0
Cc1cc(C)cc(-n2ncc3c2CCCC3NC(=O)C2(C(N)=O)CC2)c1 (centres undefined) | 7 | 1 | -4 | 0 | nt | 3 | -3 | -1
CC(C)NC(=O)N(C)C[C@H]1Oc2ccc(NC(=O)NC3CCCCC3)cc2C(=O)N([C@H](C)CO)C[C@H]1C | nt | nt | -27 | 8 | -7 | 3 | 1 | -3
COc1ccc([C@H]2CC(=O)C=C(c3ccc(C)cc3)C2)cc1OC | -1 | 5 | 4 | -1 | 9 | -17 | nt | 1
COc1ccc(Cn2c(=O)[nH]c3cc(C(=O)NCCCN4CCCCCC4)ccc3c2=O)cc1 | 2 | 11 | -10 | 1 | -1 | 0 | nt | -6
CC(C)(C)NC(=O)C(c1ccc(O)cc1)N(Cc1ccco1)C(=O)Cn1nnc(-c2cccs2)n1 (centres undefined) | nt | nt | -7 | 5 | 8 | nt | 0 | 5
NC(=O)NCC#Cc1ccc2c(c1)[C@]1(C(=O)N2)[C@H](c2ccc(O)cc2)N2[C@H](c3ccccc3)[C@H](c3ccccc3)OC(=O)[C@H]2[C@@H]1C(N)=O | nt | 4 | nt | 55 | -1 | nt | -3 | nt
CCn1c(O)c(N=NC(=O)CNC(=O)c2ccccc2F)c2ccccc21 | -15 | 4 | 16 | -1 | 1 | -3 | 4 | 5
CCCNC(=O)Nc1ccc2c(c1)OC[C@H](C)N(CCC(F)(F)F)C[C@@H](C)[C@@H](OC)CN(C)C2=O | -6 | 20 | 2 | -5 | -10 | -6 | nt | -2
C[C@H]1CN([C@@H](C)CO)C(=O)CCCn2cc(nn2)CO[C@@H]1CN(C)Cc1ccc(Oc2ccccc2)cc1 | 5 | nt | 3 | nt | 1 | -16 | nt | nt
Cc1nc(C(=O)N(C)C)nn1-c1cc(Cl)cc(Cl)c1 | -1 | 9 | nt | nt | nt | 9 | nt | -4
O=C(COc1cccc(F)c1)NNC(=O)Cc1ccc(S(=O)(=O)N2CCOCC2)s1 | 2 | -3 | -16 | -2 | -2 | -12 | 1 | -3
Cc1cc(Nc2ccccc2Br)n2nc(C)nc2n1 | 1 | -5 | -12 | -1 | 4 | nt | 0 | -2
O=C([C@@H]1[C@@H](CO)[C@@H]2Cn3c(cccc3=O)[C@H]1N2CC1CCCC1)N1CCc2ccccc2C1 | nt | nt | -12 | 6 | -4 | nt | 0 | 2
CCN(CC(=O)NCc1ccc(Cl)cc1)S(=O)(=O)c1ccc(NC(C)=O)cc1 | 3 | 12 | -4 | -9 | 6 | 4 | -1 | nt
COCC(=O)N(C)C[C@@H]1Oc2cc(-c3cccnc3)ccc2S(=O)(=O)N([C@@H](C)CO)C[C@@H]1C | 5 | nt | -8 | -17 | 4 | nt | 0 | 0
O=S(=O)(c1ccc(Br)s1)N1CCN(CCOc2ccccc2)CC1 | -1 | 2 | -8 | -3 | 1 | -13 | 0 | 6
C[C@H](CO)N1C[C@H](C)[C@@H](CN(C)C(=O)CCC(F)(F)F)OCc2cnnn2CCCC1=O | -1&6 | -24&2 | -5&14 | -2&0&-6 | 3&1&-1 | -6&8&1 | -2&1&1 | 2&4&1
O=C(Nc1cccc2ccccc12)c1ccc([N+](=O)[O-])o1 | 10 | 69* | 8 | 0 | 34 | nt | 2 | -2
CCOc1ccc(OCCC(=O)OCC(=O)N2CCN(S(=O)(=O)c3ccc(C)cc3)CC2)cc1 | 4 | 51 | 18 | 5 | 15 | 3 | 1 | 3
Nc1nccc(/C=C/c2c(Cl)cccc2Cl)n1 | -5 | -13 | 1 | 1 | -15 | -4 | 0 | 6
COc1ccc(CNc2ncc(-c3ccc(Cl)cc3)n2C)c(OC)c1OC | -2 | 3 | 4 | -13 | 8 | nt | 0 | -4
CCN1CCN(c2ccc(S(=O)(=O)N3CCCCC3)cc2NC(=O)c2cccc(C)c2)CC1 | -2 | -4 | -1 | -1 | 8 | nt | 1 | nt
CC(C)c1cccc(OCCCCN(C)C)c1 | -8 | -2 | 1 | -3 | -4 | -10 | 2 | nt
CCSc1nnc(-c2cc(Br)ccc2N)c(=O)[nH]1 | -8 | 10 | 4 | 0 | -31 | -2 | 0 | nt
Cc1cccc(OC2CCN(Cc3nc(CC4CC4)no3)CC2)c1 | nt | 2 | -6 | -3 | 0 | 8 | 1 | 0
CN(C)S(=O)(=O)c1cccc(C(=O)Nc2cc(Cl)cc(Cl)c2)c1 | 10 | -65 | nt | nt | nt | -9 | nt | -3
COCC(=O)N1[C@@H](C#N)[C@H](c2ccc(C#Cc3ccccc3F)cc2)[C@@H]1CO | 9 | -95 | -25 | -3 | -32 | -7 | -1 | 0
COc1ccc(C(=O)OCC(=O)NCCCc2ccccc2)cc1OC | -3 | 6 | -5 | 2 | 8 | nt | -1 | 2
O=C1NC[C@H](Cc2ccccc2)N(C[C@@H]2CCCN2C[C@H](Cc2ccccc2)N2C[C@H](Cc3ccccc3)N(CCc3ccccc3)C(=O)C2=O)C1=O | -4 | 5 | 6 | -3 | 9 | 10 | nt | 5
O=C(C1CCCCC1)N1C[C@@H](O)[C@H](n2cc(-c3ccc(F)cc3)nn2)C[C@@H]1c1ccccc1 | 0 | 36 | 8 | 12 | 8 | 12 | 8 | nt
COc1cccc(C(=O)OCC(=O)c2ccc(Br)s2)c1OC | -1 | -38 | -18 | -6 | 2 | 7 | 0 | 5
COC(=O)C1(C)Nc2ccccc2C(=O)N1c1ccccc1OC (centres undefined) | -2 | 11 | 12 | -8 | 3 | nt | nt | -9
O=C(CCn1c(=O)c2ccccc2n(CC(=O)N2CCN(c3ccccc3)CC2)c1=O)NCc1ccco1 | 0 | 5 | 6 | -7 | -2 | -13 | nt | -4
COCC#Cc1ccc2c(c1)O[C@@H](CN(C)C(=O)NC(C)C)[C@H](C)CN([C@@H](C)CO)S2(=O)=O | -5 | nt | 9 | 1 | -5 | -13 | 2 | -2
Cc1cc(C)cc(C(=O)NC(CC(N)=O)c2ccc(NC3CCCCCCC3)c([N+](=O)[O-])c2)c1 (centres undefined) | 15 | 10 | 3 | -2 | -6 | nt | -1 | -2
CCCCC(CC)CNC(=O)CCS(=O)(=O)c1cccc2nonc12 (centres undefined) | 1 | 6 | nt | nt | nt | 9 | nt | 5
COc1ccccc1P(=O)(c1ccccc1)c1ccc([N+](=O)[O-])cc1 (centres undefined) | 3 | 4 | -10 | -10 | -6 | -1 | -9 | -2
C=CCOc1ccc(/C=N/NC(=O)C(=O)N2CCCCCC2)cc1OC | 5 | -10 | 8 | -2 | -8 | nt | -1 | 0

Screening results (PubChem BioAssay)
